AID inhibitor: Primary qHTS assay for inhibitors of Activation Induced Cytidine Deaminase (AID): AID signal; hit rate 0.32% among 91,000; AID deamination FRET fluorescence, UDG-coupled, 4 h; Potency, µM (titrated, usually from 115 µM), for the others: at the top dose activity change, negative = inhibition, most hits filed as inhibitors; Single-stranded DNA cytosine deaminase (Homo sapiens), Q9GZX7; also: nearly all actives have a fitted effect of over 25% in size
Target sequence (Q9GZX7 whole entry, looked up): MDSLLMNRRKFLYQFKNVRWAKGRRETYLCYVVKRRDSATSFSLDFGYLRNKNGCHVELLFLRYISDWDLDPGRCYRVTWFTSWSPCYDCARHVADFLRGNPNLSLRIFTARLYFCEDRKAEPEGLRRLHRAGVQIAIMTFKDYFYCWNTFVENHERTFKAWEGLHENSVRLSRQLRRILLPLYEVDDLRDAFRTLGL
UDG counterscr: Primary qHTS assay for inhibitors of Activation Induced Cytidine Deaminase (AID): UDG Counterscreen signal; Uracil-DNA glycosylase; FRET deamination/UDG coupled assay, UDG read, 4 h; Potency, µM (doses to about 115 µM), for inactives: at the highest dose activity change, negative = inhibition, most hits filed as inhibitors; hit rate 0.14% among 91,000; also: nearly all actives have a fitted effect of over 65% in size
Starred values were filed as active, the others as inactive; ? = inconclusive; [ ] = another dose, or the depositor's remark. Calls follow the shape of the dose curve; as a rule, active = well fitted curve in the direction sought with a large enough effect; inconclusive = small, poorly fitted or top-dose-only effect, or another doubt; inactive = no such curve, though single readings can be large; an effect the other way counts as inactive or inconclusive. % is scaled to controls: 0 for no effect and ±100 for the full control effect; potency is read from the fitted curve at half-maximal effect. These rows are one share of the data; the hit share may differ from the screen's.

SMILES	AID inhibitor	UDG counterscr
CCOc1ccc2nc(NC(=O)c3nc(SCc4ccccc4C)ncc3Cl)sc2c1	-4%	7%
Cc1oc(-c2cccs2)nc1C(=O)N1CCOC(C)C1 (configuration not stated)	40%[activator]	1%
CCc1ccc(C(=O)CSc2n[nH]c(C)n2)cc1	-1%	-13%
CSCCC(NS(=O)(=O)c1ccc2c(c1)oc(=O)n2C)C(=O)NCCc1ccc(C)cc1 (configuration not stated)	-2%	2%
CCC(C)(C)C1CCC(NC(=O)Cc2ccc(OC)c(OC)c2OC)CC1 (configuration not stated)	-6%	-9%
COc1ccccc1Oc1nc2c(c(=O)n(Cc3ccccc3F)c(=O)n2C)n1C	-16%	-1%
NCCCCOc1ccc(OCc2ccccc2)cc1	-11%	-11%
Cn1nc(C(=O)OCC(=O)Nc2cc(C(F)(F)F)ccc2Cl)c2ccccc2c1=O	1%	-7%
CC(=O)c1ccc(NC(=O)c2nc(-c3ccccc3)n(-c3ccc(Cl)cc3)n2)cc1	-6%	?
COCCNC(=O)c1ccc(C(C)C)cc1	-4%	3%
CCCCCCCC1C(=O)CC(c2ccccc2)NC1c1ccccc1 (configuration not stated)	-10%	-6%
COc1ccc(COc2ccc(C(=O)O)cc2OC)cc1Br	-1%	2%
COc1ccc(CCNc2nc3ccccc3nc2C(=O)OCC(C)C)cc1OC	0%	3%
Cc1cc(NC2CC(C)(C)NC(C)(C)C2)nc(C(C)C)n1	-7%	-3%
CC(=O)c1cccc(NC(=O)[C@H](Cc2ccccc2)N2Cc3ccccc3C2=O)c1	?	-12%

The final three entries of the part before open the next one.
SMILES	AID inhibitor	UDG counterscr
COc1ccc(CCNc2nc3ccccc3nc2C(=O)OCC(C)C)cc1OC	0%	3%
Cc1cc(NC2CC(C)(C)NC(C)(C)C2)nc(C(C)C)n1	-7%	-3%
CC(=O)c1cccc(NC(=O)[C@H](Cc2ccccc2)N2Cc3ccccc3C2=O)c1	?	-12%
CCC1(C)CC(CCNCc2ccccc2)(C(C)C)CCO1 (configuration not stated)	-4%	-2%
CC(C)c1nc2cc(NC(=O)c3ccc(=O)[nH]n3)ccc2o1	-5%	-5%
Nc1nc(N)nc(SCc2cccc(C(F)(F)F)c2)n1	6%	7%
Cn1c(=O)[nH]c2ncn(C)c2c1=O	8%	8%
CC(C)c1ccc(S(=O)(=O)c2cnc(SCC(=O)Nc3ccc4c(c3)OCCO4)[nH]c2=O)cc1	?	7%
COC(=O)c1ccccc1NC(=O)CSc1nc(C)c(Cl)c(C)c1C#N	-17%	-7%
CCOc1c(Br)cc(/C=C/C(=O)c2ccc(OC)cc2)cc1OC	-25%	-7%
COc1ccc(-n2cnc3cc(C(=O)NCCC4=CCCCC4)ccc32)cc1	?	-4%
Cc1cccc(/C=C(/C(=O)N2CCCCC2)c2cccs2)c1	-20%	-10%
CC(C)NC(=O)C(C)Sc1nccc(C(F)(F)F)n1 (configuration not stated)	-4%	2%
COc1cccc(/C=C2\Oc3cc(OS(C)(=O)=O)ccc3C2=O)c1	-12%	5%
COCCn1c(SCC(=O)c2ccc(C)cc2)nc2cc(C(=O)NC3CCCC3)ccc2c1=O	-10%	5%
Cc1cccc(C)c1NC(=O)c1cc2sccc2n1Cc1ccc(F)cc1	12%	-6%
CC(C)(C)C(=O)N1CCN(Cc2ccco2)CC1	-5%	0%
COc1cccc2cc(S(=O)(=O)c3ccc(F)c(C)c3)c(=O)oc12	10%	-7%

Arranged by value in AID inhibitor (rising): 6 of the compounds above.
SMILES	AID inhibitor
CCOc1c(Br)cc(/C=C/C(=O)c2ccc(OC)cc2)cc1OC	-25%
COC(=O)c1ccccc1NC(=O)CSc1nc(C)c(Cl)c(C)c1C#N	-17%
COCCn1c(SCC(=O)c2ccc(C)cc2)nc2cc(C(=O)NC3CCCC3)ccc2c1=O	-10%
CCC1(C)CC(CCNCc2ccccc2)(C(C)C)CCO1 (configuration not stated)	-4%
Cn1c(=O)[nH]c2ncn(C)c2c1=O	8%
COc1cccc2cc(S(=O)(=O)c3ccc(F)c(C)c3)c(=O)oc12	10%

Continued.
SMILES	AID inhibitor	UDG counterscr
COc1ccc(-n2ccn(CC(=O)Nc3ccccc3C(F)(F)F)c(=O)c2=O)cc1OC	4%	-8%
COc1cccc(Cn2c(NCC(C)C)nc3c2c(=O)n(C)c(=O)n3C)c1	-6%	-4%
CCCN(CCC)Cc1nc2c(c(=O)[nH]1)C1(CCCC1)Cc1ccccc1-2	6%	9%
O=C(CSCn1nnc2c(=O)[nH]c(Cc3ccc(F)cc3)nc21)Nc1ccccc1	9%	9%
CCc1ccc(NCc2cc3ccc(OC)cc3n(CC(=O)Nc3ccc(C(C)C)cc3)c2=O)cc1	-22%	-22%
O=C(NCc1ccccc1F)C(=O)NCC(c1ccco1)S(=O)(=O)c1cccs1 (configuration not stated)	6%	72%[activator]
CCC(C)Nc1nc(-c2ccncc2)nc2ccccc12 (configuration not stated)	-14%	4%
COc1cc(-c2noc(-c3ccc(Br)cc3)n2)cc(OC)c1OC	-3%	-3%
O=C(Cc1c(Cl)cccc1Cl)Oc1ccc(OCc2ccccc2)cc1	-3%	4%
CCc1ccc(NC(=O)c2ccc3c(c2)S(=O)(=O)N=C(C)N3CC(C)C)cc1	-6%	-1%
CCc1ccccc1NC(=O)NCc1ccc2c(c1)CCN2C(=O)c1ccccc1	18%	-6%[57.5 µM]
CC12CCC(C/C1=N\O)C2(C)C (configuration not stated)	2%	5%
CCOc1ccc(NC(=O)Cn2c(=O)c3cccn3c3ccccc32)cc1	-4%	-7%
Cc1ccc(NC2(c3nnnn3-c3ccc(C(C)C)cc3)CCCC2)cc1	1%	-6%
Cc1cccc(/C=C2\CCc3ccccc3C2=O)c1	-10%	1%

Overlap with the part before: four entries; new compounds follow.
SMILES	AID inhibitor	UDG counterscr
CC12CCC(C/C1=N\O)C2(C)C (configuration not stated)	2%	5%
CCOc1ccc(NC(=O)Cn2c(=O)c3cccn3c3ccccc32)cc1	-4%	-7%
Cc1ccc(NC2(c3nnnn3-c3ccc(C(C)C)cc3)CCCC2)cc1	1%	-6%
Cc1cccc(/C=C2\CCc3ccccc3C2=O)c1	-10%	1%
CCn1c2ccccc2c2nnc(N3CCN(c4cccc(C)c4C)CC3)nc21	5%	8%
O=C(Cc1cccc(C(F)(F)F)c1)NCc1ccc(CN2CCCCC2)cc1	-19%	-12%
Cc1cccc(-c2noc(CN(C(C)C)S(=O)(=O)c3ccc(Br)cc3)n2)c1	-17%	-5%
COCCSc1nc2c(c(=O)n(C)c(=O)n2C)n1Cc1ccccc1Cl	-14%	-7%
Cc1ccc(NC(=S)NCC(C)(C)N2CCOCC2)cc1C	-1%	2%
Cc1ccccc1Cn1nnc2c(=O)[nH]c(C3CCN(C(=O)c4ccccc4)CC3)nc21	-1%	11%
CC(C)(C)c1ccc(-c2csc(NC(=O)COCc3nc4ccccc4c(=O)[nH]3)n2)cc1	-1%	4%
Cc1cc(C)cc(N2C(=O)CSC23C(=O)N(Cc2c(F)cccc2Cl)c2ccccc23)c1 (configuration not stated)	?	-23%
COCCNC(=O)Cn1nc(-c2ccccc2)c2ccccc2c1=O	6%	2%
Cc1nc2nc(NCc3cccc(Br)c3)[nH]n2c(=O)c1Cc1ccccc1	4%	-8%
COc1ccc(CNC(=O)CN(c2ccc(C(C)C)cc2)S(=O)(=O)c2c(C)nn(C)c2C)cc1	-29%	-8%
COc1cc(Nc2nc(SCc3ccccc3F)nc3ccccc23)cc(OC)c1	-12%	-5%[57.5 µM]
COC(=O)C(Cc1ccccc1)NC(=O)c1ccc2c(c1)NC(=O)CS2 (configuration not stated)	2%	6%
COc1ccc(OC)c2sc(N3CCN(C(=O)C(C)(C)C)CC3)nc12	40%[activator]	28%
Cc1ccc2oc(C(=O)Nc3ccc(S(=O)(=O)N4CCCC(C)C4)cc3)cc(=O)c2c1 (configuration not stated)	38%[activator][57.5 µM]	-6%[57.5 µM]
Cc1ccc(C)c(N2CCN(S(=O)(=O)c3ccc4[nH]c5c(c4c3)CCCCC5)CC2)c1	?	-1%
Brc1ccc(-n2nc(-c3ccccc3)c3cnc4cc5c(cc4c32)OCO5)cc1	6%	-2%
COc1cccc(C(=O)NCC(=O)OCc2cc(=O)n3nc(C)sc3n2)c1	92%[activator]	12%
N#CC(C(=O)C(F)(F)F)c1ccccc1 (configuration not stated)	-3%	-4%
O=c1c(S(=O)(=O)c2ccccc2)cn(Cc2ccc(F)cc2)c2cc(N3CCCCC3)c(F)cc12	-14%	2%
Fc1ccc(Br)cc1C1C=C(c2ccc(Br)cc2)Nc2nnnn21 (configuration not stated)	-5%[57.5 µM]	-9%[57.5 µM]
CC(=O)c1cccc(NC(=O)Cn2c(=O)c(CNc3ccc(C)cc3)cc3cc4c(cc32)OCCO4)c1	67%[activator]	-6%
COc1ccccc1NC(=O)N1CCN(c2nnc(C)c3c(C)n(-c4ccc(Cl)cc4)nc23)CC1	-3%	?
Cc1ccccc1Cn1c2ccccc2c2cnn(CC(=O)NC3CCCCCC3)c(=O)c21	-5%	-10%[57.5 µM]
Cc1ccc(Cc2nc3ccccc3nc2SCC(=O)N2CCCCC2C)cc1 (configuration not stated)	50µM*	-19%
CCOC(=O)c1c(C)n(-c2ccccc2)c2ccc(OC(=O)c3cccc(C)c3)cc12	-21%[57.5 µM]	-4%[57.5 µM]
COc1ccc(-n2c(C)c(C(C)=O)c3cc(OC(=O)c4ccc(C)cc4)ccc32)cc1	?	?
COc1ccccc1C(=O)c1cn(CC(=O)Nc2ccccc2F)c2nc(C)ccc2c1=O	11%	19%
COC(=O)c1cnn(-c2ncnc3sc4c(c23)CCCC4)c1N	-4%	1%
CCOC(=O)Cn1c(=O)oc2cc(S(=O)(=O)N3CCN(c4ccc(F)cc4)CC3)ccc21	-9%	3%[57.5 µM]
CCc1ccccc1NC(=O)Cc1cn(C)c2ccccc12	0%	-8%
CC(c1nc2ccccc2s1)N(C)S(=O)(=O)c1cccc(C#N)c1 (configuration not stated)	4%	5%
Cc1cccc(C(=O)NC(C)c2cccs2)c1I (configuration not stated)	-6%	-8%
CC1CCC(NC(=O)Cn2ncc3c4ccccc4n(Cc4ccc(F)cc4)c3c2=O)CC1 (configuration not stated)	-8%	-1%
CCOc1ccc(C(NC(=O)c2cc(OC)c(OC)c(OC)c2)c2cc(Cl)c3cccnc3c2O)cc1 (configuration not stated)	3%[57.5 µM]	-15%[57.5 µM]
Cc1ccc2[nH]cc(C(C(=O)O)N3CCN(c4nsc5ccccc45)CC3)c2c1 (configuration not stated)	-3%	1%
CCc1ccc(-c2cc(C)no2)cc1S(=O)(=O)Nc1cc(OC)c(OC)c(OC)c1	9%	-14%
CCOc1ccc(CNC(=O)c2ccc3c(c2)N(Cc2ccccc2)CCS3)cc1	-11%	-11%
COc1ccc(OC)c(NC(=O)CN2C(=O)c3ccccc3Sc3ccc(C(=O)N4CCCC4)cc32)c1	-13%	-11%[57.5 µM]
Cc1cccc(NC(=O)CCSc2ccc(Cl)cc2)c1	-9%	-8%
N#Cc1ccc(NC(=O)CCCc2cccs2)cc1	-8%	-5%
CCOc1ccc(NC(=O)CSc2nnc(CNC(=O)c3c(F)cccc3Cl)o2)cc1	-10%	6%
CCOc1ccc(CCNC(=O)C2CCN(Cc3nc(-c4ccc(OC)c(OC)c4)oc3C)CC2)cc1OCC	9%	0%
Cc1noc(C)c1C(=O)NCc1ccnc(OC2CCCCC2)c1	-1%	2%
Cc1cc(C)c2c(n1)sc1c(=O)n(-c3cc(Cl)ccc3C)nnc12	1%	3%

Rewritten with values under each structure: part of the list above
Order of values: AID inhibitor | UDG counterscr
- Cc1ccc2[nH]cc(C(C(=O)O)N3CCN(c4nsc5ccccc45)CC3)c2c1 (configuration not stated)
  -3% | 1%
- CCc1ccc(-c2cc(C)no2)cc1S(=O)(=O)Nc1cc(OC)c(OC)c(OC)c1
  9% | -14%
- CCOc1ccc(CNC(=O)c2ccc3c(c2)N(Cc2ccccc2)CCS3)cc1
  -11% | -11%
- COc1ccc(OC)c(NC(=O)CN2C(=O)c3ccccc3Sc3ccc(C(=O)N4CCCC4)cc32)c1
  -13% | -11%[57.5 µM]

Other entries
SMILES	AID inhibitor	UDG counterscr
Cc1ccc(N(C)S(=O)(=O)c2nnc(NC(=O)C3CCCCC3)s2)cc1	-7%	-5%
O=C(Nc1c(C(=O)N2CCN(c3ccccc3)CC2)oc2ccccc12)c1ccc(Br)o1	-9%	6%
C[C@H](NC(=O)C1CC(=O)N(c2ccc(F)cc2)C1)C(=O)N[C@@H](Cc1ccccc1)C(=O)O (some centres not stated)	5%	3%
CCOC(=O)CNC(=O)c1ccc(OCC)cc1	-7%	0%
CCC(C(=O)NCCc1ccccn1)c1ccccc1 (configuration not stated)	-1%	2%
CCNC(=O)CCCN1C(=O)CCn2nc(-c3cccn3C)cc21	25%	-10%
O=C(c1nn(Cc2ccccc2)c(=O)c2ccccc12)N1CCc2ccccc21	-18%	-8%
Cc1ccc(NC(=O)c2oc3ccc4c(c3c2C)C(=O)CC(C)(C)O4)c(C)c1	1%	2%
CC(Cc1cccs1)N(Cc1ccccc1)C(=O)c1cccc(S(=O)(=O)N(C)C)c1 (configuration not stated)	-14%	-5%
CCOC(=O)CC(NS(=O)(=O)c1ccc2[nH]c3c(c2c1)CCCC3)c1ccccc1Cl (configuration not stated)	-17%	-9%
CCOC(=O)c1ccc(NC(=O)CSc2nnc(CNC(=O)c3ccc(OC)cc3)n2CC)cc1	-5%	-13%
COc1ccc(OC)c(C2CC(=O)Nc3c(C(=O)O)cn(-c4ccc(F)cc4)c32)c1 (configuration not stated)	-9%	1%

Screening data as filed in PubChem BioAssay.
